LANA DNA inh: KSHV C-LANA DNA binding inhibition | MBP-C-LANA/FAM-LBS DNA binding, fluorescence polarization | inhibition, % at 9 µM | 340,000 compounds, 0.078% hits | AID 504423;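 active = highest replicate inhibition at or above 60% at 9 µM, even if other replicates fall short; inactive = all replicates below 60% inhibition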;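 also: 0% = neutral control wells and 100% = 4 µM acridine orange control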
Pemphigus Ab inh: human desmoglein-3 autoantibody binding inhibition. binding (percent of control), % at 10 µM. DSG3-coupled beads, scFv-anti-DSG3-GFP binding, flow cytometry; hits give low values. 310,000 compounds, 0.48% hits. P32926;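 active = binding more than 3 SD below its plate's average and above zero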;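 also: hits lower antibody fragment binding to DSG3; some compounds called inactive have numbers as strong as hits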
Cardiac RTF inh: cardiac RTF calcium desensitization. P19429+P45379. IANBD-labeled cardiac RTF, Ca2+ fluorescence. inhibition, % at 7.15 µM. 340,000 compounds, 0.12% hits;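 active = inhibition above the mean inhibition of all tested compounds plus 3 SD, cut at about 17% in these data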;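 also: assay run at fixed EC70 calcium of 1.6 mM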
Keap1 Nrf2 FP: Keap1-Nrf2 (human) interaction inhibition | Q14145 | Keap1 Kelch-Nrf2 peptide fluorescence polarization, 1536-well | inhibition, % at 9.4 µM | 340,000 compounds, 0.15% hits; in the data active = inhibition above about 12%;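 also: human Keap1 Kelch domain with fluorescein labeled Nrf2 9mer peptide probe; 0% = neutral control wells and 100% = peptide positive control; higher means more block of Keap1 binding to Nrf2 peptide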
V-ATPase pHluor: alters yeast V-ATPase proton transport; 350,000 compounds, 0.37% hits; response, % at 10 µM; S. cerevisiae, pHLuorin cytosolic pH fluorescence; in the data active = response mostly above about 7.3%, no sharp cut-off; inactive = mostly below about 5.4%; also: actives read high; inactives centre near 0; some compounds called inactive have numbers as strong as hits; reference of the scale not given here
Wnt bcat act: Wnt/beta-catenin pathway activation | 300,000 compounds, 1.2% hits | Wnt/beta-catenin reporter cell assay, activator, plate reader | activation, % at 9.35 µM | AID 743398; in the data active = activation above about 30%, passing the limit was not always enough;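 also: 0% = neutral control wells and 100% = positive control wells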
cardiac RTF act: cardiac RTF calcium sensitization. P19429+P45379. IANBD-labeled TnC RTF fluorescence at EC20 calcium; 0% EC20 calcium, 100% full calcium. activation, % at 7.2 µM. 340,000 compounds, 0.24% hits;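 active = activation above the mean over all tested compounds plus 3 SD, cut at about 30% in these data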;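 also: rise in fluorescence read as greater calcium sensitivity of cardiac thin filaments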
MOR-DOR inv ag: inverse agonists of human mu-delta opioid receptor heterodimerization. inhibition, % at 9.3 µM. 340,000 compounds, 0.21% hits. cell-based MOR-DOR heterodimer luminescence, inverse agonism. AID 504357. P35372+P41143; in the data active = inhibition above about 22%, passing the limit was not always enough;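 also: 0% = cells with DMSO and 100% = wells without cells with DMSO; values of inactives mirror those of a sister screen read the other way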
Target sequence (P35372 whole entry, looked up): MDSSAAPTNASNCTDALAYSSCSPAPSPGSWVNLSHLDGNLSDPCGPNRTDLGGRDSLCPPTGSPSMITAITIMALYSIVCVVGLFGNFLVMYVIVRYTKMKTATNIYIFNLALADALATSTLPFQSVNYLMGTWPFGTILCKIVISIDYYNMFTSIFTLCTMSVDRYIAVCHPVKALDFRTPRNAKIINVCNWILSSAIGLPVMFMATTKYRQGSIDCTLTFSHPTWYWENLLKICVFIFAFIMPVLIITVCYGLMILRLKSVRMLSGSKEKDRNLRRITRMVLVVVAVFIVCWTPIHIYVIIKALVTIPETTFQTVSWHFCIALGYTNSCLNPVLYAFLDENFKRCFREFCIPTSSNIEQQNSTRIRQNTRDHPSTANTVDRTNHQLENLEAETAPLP
Target sequence (P41143 whole entry, looked up): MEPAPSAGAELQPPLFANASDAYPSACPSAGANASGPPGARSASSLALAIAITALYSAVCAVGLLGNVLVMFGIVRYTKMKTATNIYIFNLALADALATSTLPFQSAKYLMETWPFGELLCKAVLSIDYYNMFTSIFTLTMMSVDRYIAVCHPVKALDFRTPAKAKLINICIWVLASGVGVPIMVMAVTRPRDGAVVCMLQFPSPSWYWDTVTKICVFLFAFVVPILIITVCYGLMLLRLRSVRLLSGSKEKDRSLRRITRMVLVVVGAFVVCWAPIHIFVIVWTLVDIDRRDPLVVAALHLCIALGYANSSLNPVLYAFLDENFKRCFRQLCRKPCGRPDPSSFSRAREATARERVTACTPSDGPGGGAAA
Arr AP2 block: human beta-arrestin and AP2 interaction inhibition. FITC-arrestin peptide / GST-AP2 beads, flow cytometry; AP2 beta2 appendage carries R879A mutation. inhibition, % at 10 µM. 340,000 compounds, 0.31% hits;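 active = inhibition above a set limit, near 3 SD of compounds lacking own fluorescence, cut at about 54% in these data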;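 also: plate controls were DMSO wells for no effect and 5 µM unlabelled arrestin peptide for full effect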
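System: GST-AP2 R879A glutathione beads. Medium: PBS with 0.05% Tween 20 and 0.1% BSA. Also added: FITC-arrestin peptide, 50 nM. Incubation: 12 min plus 1 h, RT. Measured by: high-throughput flow cytometry of beads, ex 488, em 535 nm. Evaluation: percent drop in bead-associated FITC signal.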
OPRM1-OPRD1 ag: OPRM1-OPRD1 heterodimerization agonism; P35372+P41143; cells, luminescence; activation, % at 9.3 µM; 340,000 compounds, 0.3% hits; AID 504326; in the data active = activation above about 18%;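 also: 0% = vehicle-treated cells and 100% = reference agonist; values of inactives mirror those of a sister screen read the other way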
Active calls of the source: *; x = not tested or not shown.

no.	SMILES	LANA DNA inh	Pemphigus Ab inh	Cardiac RTF inh	Keap1 Nrf2 FP	V-ATPase pHluor
1	O=C(NC(=S)Nc1ccc(N2CCOCC2)cc1)c1ccccc1	0.6	105	1	-5	5
2	Clc1ccc(OCCn2ccnc2)cc1Cl	-11	101	-5	-3	4
3	COc1cc(NC(=O)c2ccc3snnc3c2)cc(OC)c1	-0.8	106	-3	-2	-1
4	O=C(O)C1C2CCC(O2)C1C(=O)Nc1ccc(Cl)cc1F (centres undefined)	0.9	109	-11	7	-4
5	OCC[C@H]1C[C@H](O)[C@@H](O)[C@@]2(Cc3ccccc3CO2)O1	2.2	101	-2	5	0
6	CC(C(=O)NCc1cccnc1)c1ccc([N+](=O)[O-])cc1 (centres undefined)	21	129	0	-10	-1
7	O=C1NC(=Nc2ccccc2)c2ccc([N+](=O)[O-])cc21	0.5	103	-8	1	-3
8	O=C1CC(N2CCN(S(=O)(=O)c3ccc([N+](=O)[O-])cc3)CC2)C(=O)N1c1ccccc1F (centres undefined)	0.4	x	3	-5	0
9	CC(=O)NC1=NN(C(C)=O)C(C)(CCS(=O)(=O)c2ccc(Br)cc2)S1 (centres undefined)	3.0	98	1	-1	1
10	CCc1ccc(C(C)NC(=O)/C=C/c2ccc(Br)cc2)cc1 (centres undefined)	-2.3	102	-1	-4	4

no.	Wnt bcat act	cardiac RTF act	MOR-DOR inv ag	Arr AP2 block	OPRM1-OPRD1 ag
1	5	-8	18	14	-3.5
2	-1	-3	3	48	-0.6
3	23	1	4	44	-0.8
4	-1	1	0	10	-0.1
5	-3	-4	4	31	-0.7
6	-3	0	13	-8	-2.7
7	-3	2	-18	2	4.0
8	1	3	-13	-7	3.2
9	-1	-2	3	7	-0.6
10	x	1	-19	-1	3.5

Continued:
no.	SMILES	LANA DNA inh	Pemphigus Ab inh	Cardiac RTF inh	Keap1 Nrf2 FP	V-ATPase pHluor
11	CN1CCN(C(=O)Nc2cccc(-c3ccccc3)c2)CC1	-0.8	96	-4	-1	-2
12	Nn1c(Cc2cccc3ccccc23)n[nH]c1=S	2.9	99	-5	-2	0
13	Cc1ccc(/C(O)=C2\C(=O)C(=O)N(C)C2c2ccc([N+](=O)[O-])cc2)cc1 (centres undefined)	0.0	116	-8	-5	1
14	O=C(Nc1ccc(Nc2ccccc2)cc1)c1ccc(Cl)c([N+](=O)[O-])c1	-2.0	97	1	1	-1
15	O=C(NNC(=O)c1ccncc1)Nc1ccc(Cl)cc1	-0.6	x	-16	-1	3
16	CCCCn1c(N)c(N(CC)C(=O)COc2ccc(C#N)cc2)c(=O)[nH]c1=O	-4.0	117	-7	4	2
17	COc1cc(C(=S)N2CCOCC2)ccc1OC(=O)/C=C/c1ccco1	0.7	108	-14	2	0
18	N#C/C(=N\Nc1ccccc1[N+](=O)[O-])C(=N)N1CCCCC1	2.4	x	4	-1	2
19	CC1CCN(S(=O)(=O)c2ccc(C(=O)Nc3nnc(C4=COCCO4)o3)cc2)CC1	0.4	102	-3	-4	0
20	COc1ccc(OC)c(C2CC(=O)NC(SC)=C2C#N)c1 (centres undefined)	-1.3	106	-8	2	-3

no.	Wnt bcat act	cardiac RTF act	MOR-DOR inv ag	Arr AP2 block	OPRM1-OPRD1 ag
11	1	0	6	1	-1.2
12	-2	7	10	39	-2.0
13	0	-3	11	3	-2.2
14	-1	-9	-30	4	6.4
15	12	0	4	10	-0.7
16	-1	0	3	-5	-0.6
17	11	1	0	14	-0.1
18	54*	7	11	11	-2.2
19	-2	3	19	3	-3.7
20	-2	2	15	-5	-2.9

Further compounds:
no.	SMILES	LANA DNA inh	Pemphigus Ab inh	Cardiac RTF inh	Keap1 Nrf2 FP	V-ATPase pHluor
21	CCC(=O)Nc1nnc(-c2ccncc2)s1	-1.8	103	1	0	-3
22	CCOc1ccccc1NC(=O)COC(=O)/C=C/c1ccc(OC)c(OC)c1	-2.2	102	3	0	-2
23	O=Cc1cn(-c2ccccc2)nc1-c1ccc(F)cc1	3.0	111	-6	-2	-1
24	Cc1ccc(-c2cc(-c3ccccc3)c(C#N)c(Br)n2)cc1	0.5	105	-27	-2	1
25	COc1ccc(S(=O)(=O)N2CC3C4C=CC(C4)C3C2)cc1 (centres undefined)	-0.2	103	-4	-1	-3
26	COc1cc(/C=C(\C#N)C(=O)Nc2ccc(SC(F)F)cc2)cc(OC)c1OC	-3.0	87	-3	-8	-2
27	[O-][n+]1onc2c1CCc1c-2nn(-c2ccccc2Cl)[n+]1[O-]	0.7	123	-6	-7	-2
28	C[n+]1ccc(/C=C/c2cccs2)cc1	-0.9	106	4	0	-2
29	Cc1ccc(S(=O)(=O)CCC(=O)OCC(=O)N2CCN(S(=O)(=O)c3ccc(Cl)cc3)CC2)cc1	-0.5	x	4	-2	0
30	CNC(=O)c1csc(Cc2c(Cl)sc3ccc(Cl)cc23)n1	-0.8	107	11	1	12*

no.	Wnt bcat act	cardiac RTF act	MOR-DOR inv ag	Arr AP2 block	OPRM1-OPRD1 ag
21	x	3	5	1	-0.9
22	-2	4	3	2	-0.6
23	4	-6	-47	-7	9.5
24	11	-4	-5	15	0.9
25	x	9	2	27	-0.3
26	x	5	-5	1	0.9
27	-1	-2	8	-5	-1.4
28	1	-1	2	-2	-0.5
29	-1	2	11	-4	-2.1
30	2	-3	13	-1	-2.5

Rewritten screen by screen: part of the list above
23	O=Cc1cn(-c2ccccc2)nc1-c1ccc(F)cc1
24	Cc1ccc(-c2cc(-c3ccccc3)c(C#N)c(Br)n2)cc1
assay / entry | 23 | 24
LANA DNA inh | 3.0 | 0.5
Pemphigus Ab inh | 111 | 105
Cardiac RTF inh | -6 | -27
Keap1 Nrf2 FP | -2 | -2
V-ATPase pHluor | -1 | 1
Wnt bcat act | 4 | 11
cardiac RTF act | -6 | -4
MOR-DOR inv ag | -47 | -5
Arr AP2 block | -7 | 15
OPRM1-OPRD1 ag | 9.5 | 0.9

Carrying on:
no.	SMILES	LANA DNA inh	Pemphigus Ab inh	Cardiac RTF inh	Keap1 Nrf2 FP	V-ATPase pHluor
31	Cc1ccc(C(=O)Nc2ccc(C)c(S(=O)(=O)N3CCOCC3)c2)c(C)c1	-1.3	105	2	-5	3
32	COC(=O)c1cccc(NC(=O)CSc2nc(C)cc(=O)[nH]2)c1	0.2	105	-4	2	7
33	CCC(C(=O)Nc1nc(C)cs1)c1ccccc1 (centres undefined)	3.1	109	-22	0	1
34	CCOC(=O)N1CCC(NC(=O)C2CCCN(S(C)(=O)=O)C2)CC1 (centres undefined)	1.7	106	0	-4	2
35	CSCCC(NC(=O)c1ccccc1)C(=O)N1CC(C)OC(C)C1 (centres undefined)	-6.9	x	-1	-2	-1
36	COC(=O)c1cc(NC(=O)c2c(C)noc2C)ccc1N1CCOCC1	-0.5	108	-2	-5	9
37	O=c1c2cc(Br)ccc2[nH]c(=S)n1Cc1ccccc1	0.0	94	-11	-2	0
38	CC(=O)Nc1ccc(C(=O)OCC(=O)NC2CCCCCCC2)cc1	-2.3	96	-1	4	-2
39	CCNC(=O)/C(C#N)=C/c1c(N2CCCCCC2)nc2ccccn2c1=O	0.6	96	0	-1	1
40	Cc1ccc(S(=O)(=O)Nc2cccc(Cl)c2)cc1NC(=O)c1cccnc1	-0.4	114	0	-2	2

no.	Wnt bcat act	cardiac RTF act	MOR-DOR inv ag	Arr AP2 block	OPRM1-OPRD1 ag
31	0	1	8	1	-1.4
32	x	2	0	14	-0.1
33	-5	1	12	-4	-1.9
34	4	4	-1	-7	0.2
35	-6	-3	1	25	-0.2
36	-1	3	12	-17	-1.8
37	1	-3	-23	-15	5.2
38	-1	0	-1	9	0.1
39	0	2	18	0	-4.0
40	-3	-3	11	14	-2.3

Complete entries from above. Values in the order: LANA DNA inh | Pemphigus Ab inh | Cardiac RTF inh | Keap1 Nrf2 FP | V-ATPase pHluor | Wnt bcat act | cardiac RTF act | MOR-DOR inv ag | Arr AP2 block | OPRM1-OPRD1 ag
Entry for `COC(=O)c1cc(NC(=O)c2c(C)noc2C)ccc1N1CCOCC1` = -0.5 | 108 | -2 | -5 | 9 | -1 | 3 | 12 | -17 | -1.8
Entry for `CCNC(=O)/C(C#N)=C/c1c(N2CCCCCC2)nc2ccccn2c1=O` = 0.6 | 96 | 0 | -1 | 1 | 0 | 2 | 18 | 0 | -4.0

New compounds follow
no.	SMILES	LANA DNA inh	Pemphigus Ab inh	Cardiac RTF inh	Keap1 Nrf2 FP	V-ATPase pHluor
41	Cc1c(-c2ccccc2)[n+](=O)c(-c2ccc(Cl)cc2)c(C)n1[O-]	0.5	104	-12	-1	-2
42	CC(=O)c1ccc(NC(=O)CSc2ccc3nnc(-c4ccccn4)n3n2)cc1	-0.3	109	1	-6	-1
43	COc1cc(/C=C2/CCCC(C(=O)C(F)(F)F)=C2O)ccc1O	1.3	98	-10	1	4
44	Cc1cc(C)c(NC(=O)c2cccc(NC(=O)c3ccco3)c2)c(C)c1	-0.7	92	-14	-3	3
45	CC(=O)CC1=NC(C)(C)Cc2ccccc21	-0.4	99	6	-1	7
46	O=C(Nc1ccc(N2CCCC2)cc1)c1cc(Br)ccc1Cl	1.1	94	-2	2	-6
47	Cn1c(SCCC#N)nnc1-c1ccccc1F	-0.6	99	0	-2	2
48	Cc1ccc(C(=O)NC(=S)Nc2ccc(N3CCN(C(=O)c4ccco4)CC3)cc2)cc1	0.0	92	-1	1	-1
49	Cc1ccc(NC(=O)CN2C(=O)c3ccccc3C2=O)cc1	1.2	85	-5	5	0
50	CC1CCN(S(=O)(=O)c2ccc(NC(=O)CN3CCN(C)CC3)cc2)CC1	0.5	100	-10	-2	2

no.	Wnt bcat act	cardiac RTF act	MOR-DOR inv ag	Arr AP2 block	OPRM1-OPRD1 ag
41	0	3	8	4	-1.4
42	1	-3	10	-4	-3.2
43	3	2	-3	-7	0.5
44	-1	8	9	13	-1.8
45	x	-1	-3	40	0.5
46	-2	-1	7	-9	-1.4
47	-2	0	11	14	-2.2
48	-3	-6	5	-1	-0.7
49	0	-4	14	-14	-2.9
50	x	1	1	0	-0.3

(further entries)
no.	SMILES	LANA DNA inh	Pemphigus Ab inh	Cardiac RTF inh	Keap1 Nrf2 FP	V-ATPase pHluor
51	COc1cc(NC(=O)c2ccccc2C)c(OC)cc1NC(=O)CN1CCOCC1	-0.7	94	-1	-2	-74
52	O=C(Cn1cc(C(F)(F)F)ccc1=O)N/N=C/c1ccc(Cl)cc1	-1.1	86	-25	1	5
53	COc1cccc(C(=O)/C=C/c2ccc(SC)cc2)c1	0.4	96	-1	-2	-3
54	O=C1CN(S(=O)(=O)c2ccccc2)CCN1S(=O)(=O)c1ccccc1	3.4	105	8	-6	3
55	Nc1ccc(C(O)(C(F)(F)F)C(F)(F)F)cc1	-1.7	95	-13	0	0
56	CCOC(=O)c1c(C)c(-c2ccccc2)n(CC(=O)N2CCN(C)CC2)c1C	-0.9	103	0	-3	1
57	COc1ccc(CNC(=O)CN(C(=O)c2csnn2)c2ccc(C(C)=O)cc2)cc1	1.2	x	-1	-1	-3

no.	Wnt bcat act	cardiac RTF act	MOR-DOR inv ag	Arr AP2 block	OPRM1-OPRD1 ag
51	0	-4	8	13	-1.5
52	x	-4	-17	-1	3.5
53	1	4	6	7	-1.2
54	16	1	2	5	-0.5
55	-4	3	10	4	-2.0
56	-1	3	15	19	-2.8
57	2	-2	7	-9	-1.0
